mcGAS RapidFire: inhibitors of Mus musculus cyclic GMP-AMP synthase, initial high-throughput assay, cell-free, RapidFire MS; Q8C6L5; recombinant mouse cGAS, cGAMP by RapidFire MS; inhibition, % at 12.5 µM; 130,000 compounds, 0.18% hits; AID 1259397, 2018;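 active means inhibition of cGAS enzyme activity at or above 60%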;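 further: enzyme stimulated by 45 bp dsDNA with ATP and GTP substrates; cGAMP share of summed cGAMP plus half ATP and half GTP signals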
Target sequence (Q8C6L5 whole entry, looked up): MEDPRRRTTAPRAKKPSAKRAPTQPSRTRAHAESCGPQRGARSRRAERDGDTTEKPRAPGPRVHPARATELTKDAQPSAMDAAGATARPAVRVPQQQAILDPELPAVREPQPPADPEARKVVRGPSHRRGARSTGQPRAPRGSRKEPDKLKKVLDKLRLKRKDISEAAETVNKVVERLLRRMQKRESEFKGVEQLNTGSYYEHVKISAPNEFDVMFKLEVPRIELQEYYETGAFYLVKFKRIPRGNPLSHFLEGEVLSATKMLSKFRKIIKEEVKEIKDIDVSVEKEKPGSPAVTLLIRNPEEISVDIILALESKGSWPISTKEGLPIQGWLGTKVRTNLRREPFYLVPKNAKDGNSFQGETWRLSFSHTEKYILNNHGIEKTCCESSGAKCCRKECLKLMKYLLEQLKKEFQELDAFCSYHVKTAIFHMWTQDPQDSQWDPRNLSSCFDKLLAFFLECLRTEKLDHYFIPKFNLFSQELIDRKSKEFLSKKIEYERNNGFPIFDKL
The depositor's hits bear a star; & = joins results of further samples. A portion of the library; rates above refer to the full screens.

SMILES | mcGAS RapidFire
N#Cc1ccccc1COc1ccc(C=C2C(=O)c3ccccc3C2=O)cc1 | -5.4
Cc1cc(C)cc(N2COc3cc4c(cc3C2)OCO4)c1 | -4.7
CN(Cc1csc(-c2ccccc2)n1)Cc1cc2n(n1)CCNC2 | -14.0
O=C(Cc1cccs1)Nc1ncc(Cc2ccc(F)c(F)c2)s1 | -4.7
CC(C)c1ccc(CC(=O)N2CCC2(C)C(=O)Nc2ccc3[nH]ncc3c2)cc1 (configuration not stated) | -14.1
COc1ccc(/C=C\C(=O)Nc2cc(-c3cccs3)nn2-c2nc(C)cc(=O)[nH]2)cc1OC | -3.4
CC(C(=O)NCC(F)(F)F)N(c1ccccc1)S(=O)(=O)c1ccc(F)cc1 (configuration not stated) | 4.0
CC(Oc1ccccc1C(F)(F)F)C(=O)n1ncc(C#N)c1N (configuration not stated) | -6.6
CN(CCc1ccccc1)Cc1ccc2n1CCCN=C2C1CCC1 | -4.1
CCC(C)(C)C1CCC(NC(=O)COc2ccc(C(=O)O)cc2OC)CC1 (configuration not stated) | 10.3

Of the compounds above, these contain a halogen.
SMILES | mcGAS RapidFire
O=C(Cc1cccs1)Nc1ncc(Cc2ccc(F)c(F)c2)s1 | -4.7
CC(C(=O)NCC(F)(F)F)N(c1ccccc1)S(=O)(=O)c1ccc(F)cc1 (configuration not stated) | 4.0
CC(Oc1ccccc1C(F)(F)F)C(=O)n1ncc(C#N)c1N (configuration not stated) | -6.6

Further records follow:
SMILES | mcGAS RapidFire
Cc1nccn1CCC1CCN(C(=O)c2cccc(C3CCNC3)c2)CC1 (configuration not stated) | -19.2
Cc1nnnn1-c1ccc(CC(=O)NC(C)C2=CCCCC2)cc1 (configuration not stated) | -12.5
O=C(Nn1cnc2c(cnn2-c2ccc(F)cc2)c1=O)c1ccc(C(F)(F)F)cc1 | -6.1
COC(=O)C1CCN(S(=O)(=O)c2c(F)cc(F)cc2Br)CC1 | -12.0
COC(=O)c1cc(C(=O)OC)cc(S(=O)(=O)N2CCCC2c2nc3ccccc3s2)c1 (configuration not stated) | 3.2
CC(=O)N1CCc2cc(S(=O)(=O)Nc3ccc(F)c(Cl)c3)ccc21 | 8.7
O=C(NC1CCCc2c1cnn2-c1ccc(F)cc1F)c1cnsn1 (configuration not stated) | -4.8
Cc1ccc(O)c(S(=O)(=O)NNC(=O)C23CC4CC(CC(C4)C2)C3)c1 | -5.2
C=CCn1c(=S)[nH]c2c(oc3ccccc32)c1=O | -2.6
O=C(Cn1cnnn1)NC(c1ccc(Cl)cc1)C1CC1 (configuration not stated) | -3.7
O=C(COc1cccc2c1CCC2=O)Nc1c(F)cccc1F | -16.4
O=C(OCc1cc(-c2ccc3c(c2)OCCO3)on1)c1ccc(Br)o1 | -6.4
O=S(=O)(NCCCN1CCOCC1)c1ccc2c(c1)CCC2 | -6.1
COCCCn1c(=NC(=O)C=CC=CSC)c(C#N)cc2c(=O)n3cccc(C)c3nc21 | -6.2
O=c1oc2ccccc2n1CN1CCN(Cc2cc(=O)n3ccsc3n2)CC1 | -5.8
O=C(NC12CC3CC(C1)CC(n1ncnn1)(C3)C2)c1cn2ccsc2n1 | -8.5
CCOC(CCN(C)C)CNC(=O)c1ccc(C#N)c(C)n1 (configuration not stated) | -9.4
O=c1cc(CSCc2ccccc2F)[nH]c(=O)[nH]1 | -2.6
O=C(O)c1cc2c(ccc3cc(Br)ccc32)oc1=O | 16.5
CS(=O)(=O)NCC1(c2cccc(Br)c2)CC1 | -6.9
Cc1ccc(-n2nc(C)cc2NC(=O)C2CCOC2)nn1 (configuration not stated) | 1.1
CC(C)(C)c1ccc(C(=O)OCc2cc3c(cc2[N+](=O)[O-])OCO3)cc1 | -6.8
CC(NC(=O)CSCc1ccc(F)cc1)c1ccc(S(N)(=O)=O)cc1 (configuration not stated) | -4.8
COc1ccc(C2CC(=O)c3cn4nc(C)nc4nc3C2)c(OC)c1 (configuration not stated) | -6.7
COc1cccc(CN2CCNC(=O)C2CC(=O)NCCc2cn3ccccc3n2)c1OC (configuration not stated) | 7.4
Cn1cc(-c2nc(CS(=O)(=O)CC(=O)NC3CCCC3)cs2)cn1 | 0.1
CCCCCC(=O)NN=Cc1ccc([N+](=O)[O-])o1 | -6.3
Cc1ccc(CNCCNCC(C)O)cc1 (configuration not stated) | 0.2
O=C(CSc1nnc(NC2CC2)s1)Nc1ccccc1 | -13.0
CCc1cc(NC(=O)C(=O)NC(c2ccccc2)C2CC2C)n(C)n1 (configuration not stated) | 6.9
COCc1ccc(CN2CCCC(CNC(=O)c3cccc(OC)c3OC)C2)o1 (configuration not stated) | 2.3
CC(C)c1ccc(C(N)=S)cc1 | -8.3
CCN(CC)C(CNC(=O)C1CCCN(C(=O)c2ccco2)C1)c1ccsc1 (configuration not stated) | -5.5
Oc1[nH]c2cc(Cl)ccc2c1C=Nc1ccc(Br)cc1 | -8.7
Cn1nc(Br)c2c(N3CCN(CCO)CC3)ncnc21 | 2.6
CC/C=C(/C)C(=O)NC1CCN(Cc2ccc(F)c(F)c2)CC1 | -7.4
CN(CC1CCCN(CCc2ccccc2F)C1)C(=O)c1ccc2nccnc2c1 (configuration not stated) | -6.1
CN1C(=O)CC(C(=O)N2CC(c3cccnc3)C2)c2ccccc21 (configuration not stated) | -13.1
Cc1ccccc1-c1ncc(CNCCc2ccc(S(N)(=O)=O)cc2)s1 | -14.4
O=S(=O)(c1cccc2nonc12)N1CCC2(CCCNC2)C1 (configuration not stated) | -18.6

Reformatted: entries from further up.
> COc1ccc(C2CC(=O)c3cn4nc(C)nc4nc3C2)c(OC)c1 (configuration not stated)
- mcGAS RapidFire = -6.7

> COc1cccc(CN2CCNC(=O)C2CC(=O)NCCc2cn3ccccc3n2)c1OC (configuration not stated)
- mcGAS RapidFire = 7.4

> Cn1cc(-c2nc(CS(=O)(=O)CC(=O)NC3CCCC3)cs2)cn1
- mcGAS RapidFire = 0.1

> CCCCCC(=O)NN=Cc1ccc([N+](=O)[O-])o1
- mcGAS RapidFire = -6.3

Next section:
SMILES | mcGAS RapidFire
CC1CCN(c2cc(=O)n(C3CCCCC3)c(=O)[nH]2)CC1 | -7.1
CCn1cc(CN2CCCC(CNC(=O)c3cccc4ccccc34)C2)cn1 (configuration not stated) | -1.9
C=C(Cl)Cn1nnnc1Cc1ccc(OC)c(F)c1 | -20.7
Cc1cc(C(=O)N(Cc2cccnc2)c2nc3c(F)cccc3s2)n(C)n1 | -5.0
CCN(Cc1ccc(-n2cccn2)cc1)CC1CCOCC1 | -7.1
Cc1ccc(C)c(Nc2nc(NCc3ccc4c(c3)OCO4)nc3nccnc23)c1 | -20.9
Cc1ccccc1Cn1c(C)c(C(=O)NCc2cccc(C(F)(F)F)c2)sc1=O | 2.9
CC(=O)Nc1ccc(CN2CCc3c([nH]c4ccccc34)C2C(C)(C)C)cc1 (configuration not stated) | -10.8
O=C(NCc1ccc2sccc2c1)c1ccc(O)cc1 | 0.1
O=C(CSc1nnnn1C1CC1)N(C1CCCC1)C1CCS(=O)(=O)C1 (configuration not stated) | -9.2
O=C(CCSCc1nc2ccccc2c(=O)[nH]1)NCc1ccco1 | 5.4
COC(=O)c1cc(NCC(=O)NC2CCC(C)CC2)c(F)cc1F (configuration not stated) | 5.9
O=C(NCC(O)c1ccc2ccccc2c1)C1CCOC1 (configuration not stated) | -1.4
CNC(=O)c1nnc2n1CCN(C(=O)CCc1ccccc1)C2 | -11.2
Cc1cc(C(=O)CSc2nnnn2C2CCCC2)c(C)n1C1CC1 | 0.4
CC(C)NC(=O)NC(=O)COC(=O)C1CC1 | -7.7
CCN(CC)C(=O)C1CCCN1C(=O)CCc1ccc(F)cc1 (configuration not stated) | -7.9
COCc1nn2c(nnc3c(=O)n(CCc4cccs4)ccc32)c1-c1ccccc1 | -16.6
O=c1[nH]c(CN2CCOCC2)nc2cc(C(F)(F)F)ccc12 | -17.8
COC(=O)N1CCC(NC(=O)c2ccc(OC)cc2F)C1 (configuration not stated) | -11.0
O=S1(=O)N=C(Cc2cccs2)Nc2ccccc21 | 1.3
Cc1nn(C)c(C)c1C(C)NC(=O)c1ccc(OC2CCN(Cc3ccccn3)CC2)cc1 (configuration not stated) | -0.3
Cc1ccc(C2(C)NC(=O)CS2)cc1 (configuration not stated) | -3.8
O=S(=O)(CCNS(=O)(=O)c1cccs1)NCC1CCC1 | -9.6
O=C(CS(=O)(=O)Cc1cscn1)NCCC1CCCCC1 | -6.1
COc1ccc(OC)c(C2CC(c3ccc(C)c(C)c3)=NN2C(=O)CN2CCCCC2C)c1 (configuration not stated) | -4.6
COc1ccc(C)cc1C(=O)Nc1ccc2c(c1)OCCCO2 | -10.6
COCCNCc1csc(COc2ccccc2C(C)C)n1 | -4.2
O=C(c1cc(F)ccc1F)C1CCCN(C(=O)CN2C(=O)c3ccccc3C2=O)C1 (configuration not stated) | -2.9
Cn1c(=NN=C2C(=O)Nc3ccc(F)cc32)sc2ccccc21 | -5.5
Cc1ccc(-c2nc(C(=O)N(C)Cc3nnc4n3CCCCC4)cs2)o1 | 3.3
CCc1cc2c(=O)n(CC(O)COc3c(C)ccc(C)c3C)cnc2s1 (configuration not stated) | 7.3
CCn1cnnc1CNC(=O)c1cnccn1 | 10.4
O=C(C(c1ccccc1)c1ccccc1)N(C1CC1)C1CCS(=O)(=O)C1 (configuration not stated) | -1.9
CC(=O)NCc1ccc(-c2csc(NC(=O)c3csc4c3CCCC4)n2)o1 | -7.8
CCC1CCC(NC(=O)C(C)n2cccn2)(C(=O)OC)CC1 (configuration not stated) | -6.6
CC(=O)c1ccccc1-c1ccc2ccccc2n1 | -15.9
Cc1noc(C)c1C=Cc1ccc2ccccc2n1 | -5.1
COC(=O)c1cc(OCC2CCC2)cc(C(=O)N2CC[C@H](CO)[C@H](O)C2)c1 | -10.7
CNC(=O)NC(=O)CSc1nnc(-c2ccco2)n1C | 13.8
NC(=O)c1nc(-c2ccncc2)nc2c1[nH]c(=O)n2-c1ccc(Cl)c(Cl)c1 | -8.1
Cc1cc(Nc2ccccc2)nc(N2CCN(C(=O)c3cccc4ccccc34)CC2)n1 | -6.6
Cc1cc(C)nc(NNC(=O)CCC2CCCC2)n1 | 3.7
CC(=O)N1CCC(C(=O)NC(c2cccs2)c2ccccc2C)CC1 (configuration not stated) | -28.8
C#CCOc1ccc2ccccc2c1Br | -9.7
O=[N+]([O-])c1ncn(C23CC4CC(CC(C4)C2)C3)n1 | -11.0
CC(O)CN1CCN(C(=O)C(C(C)C)N2CC(C)OC(C)C2)CC1 (configuration not stated) | -13.9
CN(c1ccc(O)cc1)S(=O)(=O)c1cccs1 | 14.3
N#Cc1cc(C(=O)c2cc(Cl)ccc2O)c[nH]c1=O | 5.2
CC(C)c1nnc2n1CC(CNC1CCOC1=O)CC2 (configuration not stated) | -9.2

Remaining list, next part.
SMILES | mcGAS RapidFire
CC(=O)N1c2ccccc2C2(CC(=O)N(Cc3ccccc3)C2=O)C1/C=C/c1ccccc1 (configuration not stated) | -10.8
CCCC(C)n1ncc2[nH]c(C(C)CC)nc21 (configuration not stated) | 8.1
Cc1cccc(CN2CCN(Cc3ccc(C)o3)C(CCO)C2)n1 (configuration not stated) | -3.9
O=c1c2cc(Cl)ccc2ncn1CCOc1cccc(Br)c1 | -0.8
CN1CCC(=C2c3ccccc3C=Cc3ccccc32)CC1 | -20.5&5.8
COc1ccc(Nc2nc(N3CCN(c4ccccc4OC)CC3)nc3[nH]ncc23)cc1 | -4.8
COc1cn(C)c(C(=O)Nc2ccc(C)cc2)cc1=O | -2.1
CCCS(=O)(=O)N1CCCC1C(=O)O (configuration not stated) | -1.5
Cc1nc(SCC(=O)c2ccc(OC(F)F)cc2)n[nH]1 | -1.6
CC(C)c1cc(C2CCCN2Cc2nc(-c3ccco3)no2)no1 (configuration not stated) | -12.9
Cc1cc(C(=O)Nc2nccs2)c(C)s1 | -3.4
CCSc1nnc(NC(=O)CSc2nnc(NC(=O)Cc3ccccc3)s2)s1 | 1.1
COc1cc(Br)ccc1NC(=O)C1CCC(C(=O)O)C1 (configuration not stated) | -10.8
CN(C(=O)c1cccc(C(=O)NC2(C#N)CCCC2)c1)c1ccccc1 | -9.3
COC(=O)C1CCN(C(=O)c2cn(C)nc2OC)CC1 | -10.3
O=C(NCc1ccccc1)c1ccc2nn(CC(=O)N3CCN(c4ccccc4)CC3)c(=O)n2c1 | -8.3
COc1ccc(S(=O)(=O)N2CCOCC2)cc1C(=O)Nc1ccc2c(c1)OCCCO2 | -6.3
O=C(c1cccc2cccc(O)c12)N1CCCCC1 | -5.7
COc1ccc(C)cc1CCNC(=O)C(C)NS(=O)(=O)c1ccccc1F (configuration not stated) | -5.7
CC(C)CNC(=O)C(C)Sc1nnc(N2CCOCC2)n1-c1ccccc1 (configuration not stated) | -6.7
Cc1cc(C)n(CCNS(=O)(=O)CCN2C(=O)CCCC2=O)n1 | -6.6
Cc1nnsc1C(=O)N1CCN(c2nc3ccc(OC(F)(F)F)cc3s2)CC1 | -9.3
O=C(NCC(=O)N1CCCC(c2ccccc2)CC1)c1ccoc1 (configuration not stated) | -2.5
Cc1cc(O)c(C(c2ccncc2)N2CCN(c3ccccc3)CC2)c(=O)n1Cc1ccccc1 (configuration not stated) | 0.8
O=C(NCCc1cscn1)C1(c2cccs2)CCCCC1 | -3.7
O=C(Cn1ncc(=O)c2ccccc21)Nc1cccc(Br)c1 | 1.2
CNc1nc2c(c(=O)[nH]c(=O)n2C)n1Cc1ccccc1Cl | -3.3
Cc1nnc(COC(=O)C(C)NC(=O)c2ccc(C(C)(C)C)cc2)o1 (configuration not stated) | -6.0

Screens from PubChem BioAssay.
